TDP1 block – TDP1 (human) enzyme inhibition | Q9NUW8 | recombinant TDP1, AlphaScreen DNA substrate cleavage | Potency, µM (series often up to 130 µM), without a hit: top-dose activity change, negative = inhibition, actives largely listed as inhibitors | 0.28% of 350,000 active; note: nearly all actives have a fitted effect of over 40% in size
Target sequence (Q9NUW8 whole entry, looked up): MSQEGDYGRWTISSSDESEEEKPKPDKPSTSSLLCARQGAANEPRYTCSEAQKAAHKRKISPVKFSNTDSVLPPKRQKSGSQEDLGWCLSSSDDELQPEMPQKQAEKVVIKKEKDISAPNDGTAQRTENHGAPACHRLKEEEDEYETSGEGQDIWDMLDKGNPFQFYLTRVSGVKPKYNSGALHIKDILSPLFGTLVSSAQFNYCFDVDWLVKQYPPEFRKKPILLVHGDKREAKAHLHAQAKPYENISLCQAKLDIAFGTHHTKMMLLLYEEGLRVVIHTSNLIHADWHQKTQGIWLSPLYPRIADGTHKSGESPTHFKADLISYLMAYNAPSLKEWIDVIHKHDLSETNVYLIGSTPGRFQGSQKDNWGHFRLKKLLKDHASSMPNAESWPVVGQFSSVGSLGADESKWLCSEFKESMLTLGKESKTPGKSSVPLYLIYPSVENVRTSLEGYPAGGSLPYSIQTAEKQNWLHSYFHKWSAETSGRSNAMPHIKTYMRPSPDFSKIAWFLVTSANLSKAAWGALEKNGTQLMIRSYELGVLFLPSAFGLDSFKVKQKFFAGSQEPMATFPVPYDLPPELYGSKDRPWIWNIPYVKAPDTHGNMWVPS
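Enzyme-compound mixtures sat 15 min at room temperature, followed by a 5 min reaction with 15 nM final substrate and 10 min with AlphaScreen beads. Recombinant human Tdp1 was used at 1 nM final.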
DT40 TDP1 no CPT – qHTS for Inhibitors of human tyrosyl-DNA phosphodiesterase 1 (TDP1): qHTS in cells in absence of CPT; 15% of 420,000 active; Potency, µM (series often up to 46.2 µM), inactives show at the highest dose activity change, negative = growth inhibition, hits mostly inhibitors; DT40 Tdp1-/- hTDP1 cells, no CPT, ATP luminescence, 48 h; note: nearly all actives have a fitted effect of over 55% in size
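Seeded 400 DT40-hTDP1 cells/well (vehicle DMSO, no 20 nM CPT); pinned compounds; ≥48 hr at 37 °C; CellTiter-Glo luminescence as viability measure.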
DT40 TDP1 CPT – DT40-hTDP1 cell growth loss with CPT | 12% of 420,000 active | AID 686979 | Potency, µM (series often up to 46.2 µM), inactives show at the highest dose activity change, negative = growth inhibition, usual class: inhibitors | chicken DT40 Tdp1-/-;hTDP1 cells + 20 nM CPT, ATP luminescence, 48 h; note: nearly all actives have a fitted effect of over 55% in size
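Chicken DT40 Tdp1-/- cells complemented with human TDP1, 400 cells/well, exposed to compounds plus 20 nM camptothecin for at least 48 h at 37 C; viability read as ATP content by CellTiter-Glo luminescence.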
Active calls of the source: *; ? = inconclusive; . = not tested or not shown; [ ] = remark or other dose. Calls come from the whole dose curve; as a rule, active = well fitted curve in the direction sought with a large enough effect; inconclusive = small, poorly fitted or top-dose-only effect, or another doubt; inactive = no such curve, though single readings can be large; an effect the other way counts as inactive or inconclusive. % is set by controls: 0 for no effect and ±100 for the full control effect; potency is the fitted concentration of half-maximal effect.

Results follow in this order: TDP1 block	DT40 TDP1 no CPT	DT40 TDP1 CPT
COc1ccc(NC(=O)c2nc(C)n(-c3ccc([N+](=O)[O-])cc3)n2)cc1
    2%	-12%	6%
CCC(=O)N1N=C(c2cccs2)CC1c1ccc(OC)cc1 (configuration not stated)
    .	-9%	11%
CCCCNC(=O)CSc1nc2ccc(NC(=O)CSc3nnc(COc4ccccc4C)n3C)cc2s1
    2%	?	-23%
O=C(NC(C(=O)c1ccccc1)N1CCOCC1)c1cccs1 (configuration not stated)
    8%	-14%	-17%
Cc1ccc(-c2noc(COC(=O)c3ccco3)n2)cc1
    -10%	4%	0%
C/C(=N/NC(=O)CNC(=O)c1cccnc1)c1ccco1
    0%	11%	3%
Cc1ccccc1-c1nc2c(s1)CCc1onc(-c3cccc([N+](=O)[O-])c3)c1-2
    2%	-14%	9%
O=C(Cc1cccc2ccccc12)N1CCN(c2ncccn2)CC1
    2%	-13%	1%
CC1CCCCN1S(=O)(=O)c1cn(C)c(=O)n(C)c1=O (configuration not stated)
    .	4%	11%
O=[N+]([O-])c1ccc(-c2csc(N/N=C/c3cccnc3)n2)cc1
    -6%	?	3%
O=S(=O)(c1ccc(NC(=S)Nc2ccc3c(c2)OCO3)cc1)N1CCOCC1
    4%	-29%	-15%
CCC(C)NC(=O)Cn1c(=O)ccc2cc(S(=O)(=O)N3CCCC3)ccc21 (configuration not stated)
    -2%	?	?
Cc1csc2nc(-c3cccc(NC(=O)c4ccccc4F)c3)cn12
    5%	?	?
C[C@@H]1CN([C@@H](C)CO)C(=O)CCCn2nncc2CO[C@H]1CN(C)S(=O)(=O)c1ccccc1F
    .	5%	-1%
CCc1nc(CNC(=O)c2cc(OC)c(OC)c(OC)c2)no1
    3%	-15%	2%
COc1ccc(C(=O)O)cc1S(=O)(=O)NCCCN1CCCC1=O
    1%	-24%	-14%
CCOC(=O)/C=C1\SCC(=O)N1CC(=O)NCCc1ccc(F)cc1
    2%	-1%	2%
CC(OC(=O)c1ccc(=O)n(Cc2ccccc2)n1)C(=O)Nc1cccc(Cl)c1 (configuration not stated)
    .	2%	-4%
COCCn1c(CCC(=O)Nc2ccc(OC)c(OC)c2)nc2cccnc21
    3%	-25%	-4%
COc1ccc(CC(=O)N2CCCc3ccccc32)cc1
    6%	?	?
O=C(c1ccc(Cn2c(=S)[nH]c3ccc(N4CCOCC4)cc3c2=O)cc1)N1CCC(N2CCCCC2)CC1
    -4%	?	?
CCC(CO)Oc1cc(NCc2ccncc2)c2ncn(C(C)C)c2c1 (configuration not stated)
    2%	-6%	?
COc1cccc(/C=C2/SC(=O)N(CC(=O)N3CCc4ccccc4C3)C2=O)c1OCC(=O)O
    1%	-2%	7%
O=C(NCCc1ccccc1)c1ccc2c(c1)CCN2S(=O)(=O)c1ccccc1
    7%	15µM*	21µM*
CCCC(=O)NC(c1ccc(Cl)cc1)c1ccc2cccnc2c1O (configuration not stated)
    .	4.1µM*	4.1µM*
CN(CC(=O)N1CCN(Cc2ccccc2)CC1)S(=O)(=O)c1cccc2nsnc12
    5%	?	-28%
Cc1cc(C)c(NC(=O)C2CCN(c3nn4c(=O)cc(C)nc4s3)CC2)c(C)c1
    -5%	-24%	?
CCc1ccccc1S(=O)(=O)Cc1ccc(C(=O)N2CCN(c3ccccc3OC)CC2)o1
    1%	13µM*	8.2µM*
CCn1c(=NC(=O)c2ccc(S(=O)(=O)N(C)C)cc2)sc2cccc(OC)c21
    2%	-15%	-2%
Cc1cccc(NC(=O)c2cc3ccccc3c(=O)o2)n1
    .	-8%	-16%
CC(C)(C)c1ccc(/C=C/C(=O)c2ccc(NC3=NCCCS3)cc2)cc1
    1%	?	23µM*
O=C(Nc1ccc(NC(=O)c2ccco2)c(Cl)c1)c1ccccc1
    -8%	23µM*	?
Cc1ccc(S(=O)(=O)NC(CC(=O)O)c2ccc(F)cc2)cc1 (configuration not stated)
    .	9%	0%
Cc1ccc(CNc2nc(-c3ccco3)nn2C(=O)c2ccccc2[N+](=O)[O-])cc1
    6%	18µM*	?
O=C(CSc1n[nH]c(=O)n1Cc1ccccc1)Nc1ccc(F)c(F)c1F
    ?	?	18%
CCCOC(=O)c1ccc(Oc2cn[nH]c2-c2ccc(O)cc2O)cc1
    -8%	?	?
Cc1ccc(NC(=O)COC(=O)Cc2cccs2)cc1S(=O)(=O)N1CCOCC1
    1%	-9%	11%
COc1ccc(C(=O)OCn2nnc3ccccc3c2=O)cc1[N+](=O)[O-]
    5%	-10%	8%
FC(F)c1nc2nc(Cl)c(Cl)nc2[nH]1
    .	?	16µM*
O=C(CN1CCN(c2ccc(C(F)(F)F)cn2)CC1)Nc1ccc2c(c1)OCO2
    1%	?	-26%

An excerpt from above, reduced to TDP1 block and DT40 TDP1 CPT:
Molecule,TDP1 block,DT40 TDP1 CPT
Cc1ccc(-c2noc(COC(=O)c3ccco3)n2)cc1,-10%,0%
O=C(CN1CCN(c2ccc(C(F)(F)F)cn2)CC1)Nc1ccc2c(c1)OCO2,1%,-26%
CCC(=O)N1N=C(c2cccs2)CC1c1ccc(OC)cc1 (configuration not stated),.,11%
O=C(NCCc1ccccc1)c1ccc2c(c1)CCN2S(=O)(=O)c1ccccc1,7%,21µM*
O=C(Nc1ccc(NC(=O)c2ccco2)c(Cl)c1)c1ccccc1,-8%,?

Following part
Results follow in this order: TDP1 block	DT40 TDP1 no CPT	DT40 TDP1 CPT
COc1ccc2[nH]c3nc(SC(C)C)nnc3c2c1
    0%	-19%	-22%
CCc1ccc(OCC(=O)N/N=C(\C)c2ccccc2OC(F)F)cc1
    2%	16µM*	16µM*
COc1ccc(CCNC(=O)NC2CCCCC2)cc1
    3%	-2%	-8%
COC(=O)CNC(=O)c1cc(-c2ccncc2)nc2ccccc12
    0%	-24%	17%
C=CCNC(=O)NC(=O)COC(=O)CNS(=O)(=O)c1ccc(F)c(F)c1F
    8%	-1%	5%
CSc1ccc(CCNC(=O)CSc2ccsc2[N+](=O)[O-])cc1
    6%	-28%	-2%
COc1ccc(C/C(C)=N/NC(=S)Nc2ccc(C)c(C)c2)cc1
    3%	16µM*	16µM*
O=C1NCC(=O)N2C(c3ccccc3)c3[nH]c4ccccc4c3C[C@@H]12 (some centres not stated)
    .	-12%	-5%
CCCCC(=O)NC1(C(F)(F)F)C(=O)Nc2c1c(=O)[nH]c(=O)n2-c1ccc(C)c(C)c1 (configuration not stated)
    4%	-6%	-14%
Cc1ccc(S(=O)(=O)N(CC2CO2)c2cccc([N+](=O)[O-])c2)cc1 (configuration not stated)
    2%	23µM*	12µM*
O=C(/C=C1\NC2(CCCC2)Cc2ccccc21)C(=O)N/N=C/c1ccccc1O
    5%	2.1µM*	3.7µM*
CC(=O)N/C(=C\c1ccc(F)cc1)C(=O)OC(C)C
    1%	?	-20%
CCCc1ccc(OCC(O)CN2CCN(C(=O)OCC)CC2)cc1 (configuration not stated)
    .	-16%	?
CCc1ccccc1Oc1nc(NC(C)C)nc2ccsc12
    .	?	?
CC(C)c1ccc(NC(=O)CN2C(=O)COc3ccc(S(=O)(=O)N4CCCCC4)cc32)cc1
    0%	23µM*	?
CCN(Cc1ccncc1)Cc1nc(CC2CC2)no1
    4%	?	-28%
Cc1cnc(SCc2cnc(C)nc2N)nc1
    -1%	12%	3%
Fc1ccc(COc2cccc(-c3n[nH]c(=S)o3)c2)cc1
    .	1%	-2%
CCOC(=O)CN1N=C(/C=C/c2ccc(C(C)C)cc2)CCC1=O
    -2%	?	?
CC(C)C(=O)Nc1cc(-c2nc3ncccc3o2)ccc1Cl
    .	-8%	0%
O=C(Nc1ccc(Cl)cc1)Nc1ccc(-c2cnco2)cc1
    .	?	?
CCOc1ccc(OCC)c(S(=O)(=O)NCCCN2CCOCC2)c1
    -4%	5%	-2%
COc1ccc(C(=O)Nn2c(SCC(=O)NCc3ccccc3)nc3ccccc3c2=O)cc1
    7%	-10%	0%
CCOc1ccc(Nc2ccnc3cc(Cl)ccc23)cc1
    .	?	?
CCOCCCNC(=O)c1cc(Sc2ccc(C)cc2)nc2ccccc12
    -1%	?	-20%
S=C(NCc1ccccc1)Nc1ccncc1
    4%[56.1 µM]	?	10µM*
Cc1cc2c(ncn2Cc2ccccc2)c(NS(C)(=O)=O)c1C
    6%	-29%	?
CCOc1ncccc1C(=O)NNC(=O)c1cccc(S(=O)(=O)Nc2ccccc2OC)c1
    3%	-19%	0%
COc1ccsc1C(=O)N1CCN(Cc2ccc3c(c2)OCO3)CC1
    0%	-22%	-10%
CCN(CC)CCNC(=O)c1cc2c(=O)n(C)c3ccccc3c2s1
    .	21µM*	18µM*
Brc1ccccc1/C=N/Nc1ccccn1
    5%	?	?
COc1cc2[nH]c(=O)c(C(=O)NCc3ccc(F)cc3)c(O)c2cc1OC
    .	?	?
Cn1c(NCc2ccc3occc3c2)nc2cc(-c3cccc(C(F)(F)F)c3)sc2c1=O
    .	-29%	-18%
COc1ccc(NC(=O)c2c(N)c(C(=O)c3ccc(C)cc3)n3ccccc23)cc1OC
    8%	?	?
CCCCCCC[C@@H](C/C=C/CCC(=O)N(C)C/C(=C/Cl)C/C(=C\C(=O)N1C[C@H](O)CC1=O)OC)OC
    -15%	9.2µM*	9.2µM*
CCN(CC(=O)Nc1c(F)cccc1F)C(=O)CNC(=O)c1ccc(C)s1
    4%	-6%	6%
O=C1CC(c2ccco2)c2ccc3ccccc3c2N1 (configuration not stated)
    5%	?	?
O=C(Nc1ccc(Cl)cc1C(=O)NCCN1CCOCC1)c1ccco1
    3%	-7%	-2%
CCn1nccc1C(=O)Nc1ccc(Cl)cc1Cl
    -3%	-15%	-10%
C[C@@H]1CN([C@@H](C)CO)C(=O)c2cccc(NS(C)(=O)=O)c2O[C@H]1CN(C)C(=O)Nc1ccc(F)cc1
    2%	-15%	-22%

The list goes on; it opens with the 2 that closed the last part.
Results follow in this order: TDP1 block	DT40 TDP1 no CPT	DT40 TDP1 CPT
CCn1nccc1C(=O)Nc1ccc(Cl)cc1Cl
    -3%	-15%	-10%
C[C@@H]1CN([C@@H](C)CO)C(=O)c2cccc(NS(C)(=O)=O)c2O[C@H]1CN(C)C(=O)Nc1ccc(F)cc1
    2%	-15%	-22%
COc1ccc(NC(=O)CCc2nnc3n(C)c(=O)c4sccc4n23)cc1
    1%	-26%	?
CC(C)c1ccc(NC(=S)Nc2ccc3cn[nH]c3c2)cc1
    2%	-19%	-7%
CC(=O)OC1CCC2(C)C(COc3ccc4ccc(=O)oc4c3)C(C)(O)CCC2C1(C)C (configuration not stated)
    -1%	?	?
CCOC(=O)c1cccc(NC(=O)C(NS(=O)(=O)c2ccc3c(c2)CCN3C(C)=O)C(C)C)c1 (configuration not stated)
    5%	-11%	-14%
COc1ccc(CN(C)C(=O)c2ccncc2)c(OC)c1
    2%	-7%	-12%
O=C(NN1C(=O)C2C3C=CC(C4CC34)C2C1=O)c1ccc(Br)cc1 (configuration not stated)
    -1%	-13%	11%
CC(=O)c1ccc(NC(=O)Nc2ccncc2)cc1
    0%	?	?
COC(=O)c1cccc(NC(=O)/C(=C\c2ccco2)NC(=O)c2ccco2)c1
    .	-4%	-3%
Cc1ccc(Cn2c(CCNc3nc(-c4ccc(C)cc4)cs3)nc3cc(C(=O)NCCCO)ccc32)cc1
    .	15µM*	21µM*
CCc1nc2c(OCc3ccc(C(F)(F)F)cc3)cccn2c1N(C)C(=O)c1ccncc1
    .	16µM*	16µM*
C=CCOC(=O)/C(=C/c1cccc2ccccc12)NC(=O)c1ccccc1
    -8%	23µM*	29µM*
CC(Sc1ncccn1)C(=O)NNC(=O)c1cccc(Cl)c1 (configuration not stated)
    1%	7%	-8%
Cc1cc(C)cc(NC(=O)CN2CCC(NC(=O)c3ccccc3F)CC2)c1
    .	-15%	-9%
O=C(CCN1C(=O)COc2ccccc21)NCc1cccnc1
    -3%	7%	10%
CCOC(=O)CCCNC(=O)CSc1nnc(-c2ccccc2)c(-c2ccccc2)n1
    -9%	?	?
N#C/C(=C(/O)COc1ccccc1)c1nnc2n1CCCCC2
    6%	-3%	6%
CCOc1ccc(/C(O)=C2/C(=O)C(=O)N(CCCN3CCOCC3)C2c2ccc(F)cc2)cc1C (configuration not stated)
    .	18%	-4%
Cc1c(-c2nc(-c3ccc4c(c3)[nH]c(=O)n4C)no2)cccc1[N+](=O)[O-]
    -4%	5%	7%
Cc1ccc(S(=O)(=O)N(C)Cc2cc3cc(C)ccc3[nH]c2=O)cc1
    0%	-23%	-18%
Cc1ccc(-c2nc(-c3ccncc3)no2)cc1Cl
    .	-4%	7%
Cc1ccc(S(=O)(=O)C[C@@H]2OC3CCCCC3N2S(=O)(=O)c2ccc(C)cc2)cc1 (some centres not stated)
    .	?	?

Compound activity from PubChem.
